# Source: PubChem BioAssay
# NSD2 inh – inhibitors of human NSD2 methyltransferase. 44,000 compounds, 0.07% hits. NSD2-SET H3K36me1 DELFIA fluorescence, biochemical. inhibition, % at 12.5 µM. O96028; in the data active means inhibition above about 54%, passing the limit was not always enough;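 further: inhibitors reduce the monomethyl H3K36 fluorescence signal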
# Target sequence (O96028 whole entry, looked up): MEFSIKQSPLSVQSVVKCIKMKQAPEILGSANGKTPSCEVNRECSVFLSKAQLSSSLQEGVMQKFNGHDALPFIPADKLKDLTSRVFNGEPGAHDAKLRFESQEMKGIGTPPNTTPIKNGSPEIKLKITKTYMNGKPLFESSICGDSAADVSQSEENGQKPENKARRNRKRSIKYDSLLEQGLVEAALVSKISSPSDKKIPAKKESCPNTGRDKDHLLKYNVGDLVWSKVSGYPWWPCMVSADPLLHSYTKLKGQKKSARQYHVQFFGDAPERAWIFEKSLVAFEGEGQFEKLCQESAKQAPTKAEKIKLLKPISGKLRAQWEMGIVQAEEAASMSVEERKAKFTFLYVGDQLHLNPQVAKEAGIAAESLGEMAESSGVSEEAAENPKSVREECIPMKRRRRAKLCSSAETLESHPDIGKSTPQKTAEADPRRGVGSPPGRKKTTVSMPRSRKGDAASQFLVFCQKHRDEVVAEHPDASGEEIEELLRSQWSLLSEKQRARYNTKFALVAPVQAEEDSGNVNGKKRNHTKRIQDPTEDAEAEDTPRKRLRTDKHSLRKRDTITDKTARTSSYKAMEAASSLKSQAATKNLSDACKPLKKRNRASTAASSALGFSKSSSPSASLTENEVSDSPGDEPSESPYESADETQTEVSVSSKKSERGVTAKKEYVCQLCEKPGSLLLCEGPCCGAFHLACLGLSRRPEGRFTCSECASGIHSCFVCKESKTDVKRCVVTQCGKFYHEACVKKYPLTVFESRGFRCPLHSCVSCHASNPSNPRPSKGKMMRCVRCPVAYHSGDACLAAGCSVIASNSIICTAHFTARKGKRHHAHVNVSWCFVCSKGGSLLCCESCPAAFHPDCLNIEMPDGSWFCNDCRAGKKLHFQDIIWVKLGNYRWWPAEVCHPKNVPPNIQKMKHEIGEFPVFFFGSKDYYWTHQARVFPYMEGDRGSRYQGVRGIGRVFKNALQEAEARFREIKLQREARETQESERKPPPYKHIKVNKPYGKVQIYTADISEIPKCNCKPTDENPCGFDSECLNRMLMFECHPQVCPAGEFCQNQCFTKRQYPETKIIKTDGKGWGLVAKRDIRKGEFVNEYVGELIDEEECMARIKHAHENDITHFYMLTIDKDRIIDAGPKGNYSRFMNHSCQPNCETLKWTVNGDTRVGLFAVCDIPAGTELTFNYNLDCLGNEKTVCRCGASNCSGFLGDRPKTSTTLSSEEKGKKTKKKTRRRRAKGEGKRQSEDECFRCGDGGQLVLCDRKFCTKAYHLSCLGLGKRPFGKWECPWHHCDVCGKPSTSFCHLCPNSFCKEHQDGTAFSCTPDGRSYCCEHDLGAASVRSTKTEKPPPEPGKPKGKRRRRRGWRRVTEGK
# Numbers without * were called inactive. Some of the compounds tested; rates above refer to the full screens.
SMILES | NSD2 inh
CC(C)C#Cc1ccc2c(c1)O[C@@H](CN(C)C(=O)CN(C)C)[C@H](C)CN([C@H](C)CO)S2(=O)=O | -1
C[C@@H]1CN([C@H](C)CO)C(=O)c2cc(-c3cccc(C(=O)N(C)C)c3)cnc2O[C@@H]1CN(C)C | 2
COCC#Cc1ccc2c(c1)O[C@H](CN(C)C(=O)c1ccccc1F)[C@@H](C)CN([C@H](C)CO)S2(=O)=O | 2
C[C@@H]1CN([C@@H](C)CO)C(=O)c2cc(-c3ccncc3)cnc2O[C@H]1CN(C)C(=O)CN1CCOCC1 | 2
C[C@@H]1CN([C@H](C)CO)C(=O)c2cc(-c3ccc(F)cc3)cnc2O[C@@H]1CN(C)C(=O)Cc1ccccn1 | -1
C[C@@H]1CN([C@H](C)CO)S(=O)(=O)c2ccc(-c3cccc(F)c3)cc2O[C@H]1CN(C)CC1CC1 | 2
C[C@@H]1CN([C@H](C)CO)C(=O)c2cc(NC(=O)Nc3ccc4c(c3)OCO4)ccc2O[C@H]1CN(C)Cc1ccc(C(F)(F)F)cc1 | -1
O=C1N(Cc2ccccc2)Cc2ccccc2C[C@@]12N=C(c1ccc(OCCCO)cc1)O[C@H]2c1ccccc1 | -3
C[C@H]1CN([C@@H](C)CO)C(=O)Cc2cc(NS(=O)(=O)c3ccc(Cl)cc3)ccc2O[C@H]1CN(C)C(=O)NC1CCCCC1 | 15
CC(=O)N(C)C[C@H]1Oc2cc(-c3cccc(C#N)c3)ccc2S(=O)(=O)N([C@H](C)CO)C[C@H]1C | 1
CC(C)C#Cc1cnc2c(c1)C(=O)N([C@H](C)CO)C[C@@H](C)[C@@H](CN(C)C(=O)c1cccnc1)O2 | 9
C[C@@H]1CCCCO[C@H](CN(C)C(=O)NC2CCCCC2)[C@H](C)CN([C@H](C)CO)C(=O)c2cc(N(C)C)ccc2O1 | -5
C[C@@H]1CCCCO[C@@H](CN(C)C(=O)CCCN(C)C)[C@@H](C)CN([C@H](C)CO)C(=O)c2cc(NC(=O)C3CCCCC3)ccc2O1 | -1
CC(C)CC#Cc1cnc2c(c1)C(=O)N([C@@H](C)CO)C[C@H](C)[C@@H](CN(C)C(=O)c1cccc(F)c1)O2 | -3
CC(C)C#Cc1ccc2c(c1)O[C@@H](CN(C)C(=O)c1cccc(F)c1)[C@H](C)CN([C@H](C)CO)S2(=O)=O | -14
CNC[C@@H]1Oc2c(N)cccc2C(=O)N([C@H](C)CO)C[C@@H]1C | -2
C[C@H]1CN([C@@H](C)CO)C(=O)c2cc(-c3cccnc3)cnc2O[C@H]1CN(C)C(=O)Nc1ccc(C(F)(F)F)cc1 | -6
C[C@@H]1CN([C@@H](C)CO)C(=O)c2cc(NS(C)(=O)=O)ccc2O[C@@H](C)CCCCO[C@@H]1CN(C)C(=O)CCC(F)(F)F | 2
C[C@@H]1CN([C@H](C)CO)S(=O)(=O)c2ccc(C3=CCCC3)cc2O[C@@H]1CN(C)C(=O)Nc1ccc2c(c1)OCO2 | -2
C[C@@H]1CCCCO[C@@H](CN(C)C(=O)Nc2ccc3c(c2)OCO3)[C@@H](C)CN([C@H](C)CO)C(=O)c2cc(NC(=O)CCCCCC(=O)Nc3ccccc3N)ccc2O1 | -2
C[C@H](CO)N1C[C@H](C)[C@H](CN(C)CC2CCCCC2)OCCCC[C@H](C)Oc2ccc(NS(C)(=O)=O)cc2C1=O | -2
C[C@H]1CN([C@@H](C)CO)C(=O)Cc2cc(N(C)C)ccc2O[C@H]1CN(C)S(=O)(=O)c1cccs1 | 2
C[C@H](CO)N1C[C@H](C)[C@@H](CN(C)C(=O)Nc2ccccc2)Oc2ccc(NC(=O)Cc3cn(C)c4ccccc34)cc2C1=O | -4
C[C@@H]1CN([C@@H](C)CO)C(=O)c2cc(NC(=O)CCCN(C)C)ccc2O[C@@H]1CN(C)Cc1ccc(-c2ccccc2)cc1 | 5
C[C@H](CO)N1C[C@H](C)[C@H](CN(C)Cc2ccc(Cl)c(Cl)c2)Oc2ccc(NC(=O)Nc3ccccc3)cc2CC1=O | -10
C[C@H]1CN([C@@H](C)CO)C(=O)CCCn2cc(nn2)CO[C@@H]1CN(C)C(=O)Cc1ccccc1 | 2
C[C@H](CO)N1C[C@H](C)[C@H](CN(C)CC2CCCCC2)OCCCC[C@H](C)Oc2ccc(NC(=O)c3ccccc3)cc2C1=O | 6
C#CCNC(=O)C1=C[C@@H](C(C)(C)C)C[C@@H](OCc2ccc(CO)cc2)O1 | 1
O=C(CSc1nc2ccc(NC(=O)c3ccccc3)cc2s1)Nc1ccccc1C(F)(F)F | -10
C[C@@H]1CN([C@H](C)CO)C(=O)c2cc(NC(=O)CCCN(C)C)ccc2O[C@@H]1CN(C)Cc1ccc(Oc2ccccc2)cc1 | 27
COc1ccc(S(=O)(=O)Nc2ccc3c(c2)[C@@H]2C[C@@H](CC(=O)O)O[C@@H](CO)[C@@H]2O3)cc1 | 2
COc1ccc(S(=O)(=O)N(C)C[C@@H]2Oc3ccc(NS(=O)(=O)c4ccc(Cl)cc4)cc3CC(=O)N([C@@H](C)CO)C[C@@H]2C)cc1 | -1
C[C@H]1CN([C@@H](C)CO)C(=O)CCCn2cc(nn2)CO[C@H]1CN(C)C(=O)NC1CCCC1 | 5
CN(C)C(=O)C[C@H]1C[C@H]2c3cc(NC(=O)Nc4ccccc4)ccc3O[C@H]2[C@@H](CO)O1 | 10
C[C@H](CO)N1C[C@H](C)[C@@H](CN(C)C(=O)C2CC2)Oc2cc(-c3ccc(C(=O)N(C)C)cc3)ccc2S1(=O)=O | 4
O=C(N/N=C/c1ccc(I)cc1)c1ccccn1 | -5
C[C@H](C(=O)N(C)C[C@H]1OCc2ccccc2-c2ccccc2C(=O)N([C@@H](C)CO)C[C@H]1C)c1ccccc1 | 2
Cc1noc(C)c1S(=O)(=O)Nc1ccc2c(c1)C(=O)N([C@@H](C)CO)C[C@@H](C)[C@H](CN(C)S(=O)(=O)c1cn(C)cn1)O2 | 7
C[C@H]1CN([C@@H](C)CO)S(=O)(=O)c2ccc(C#CC3(O)CCCC3)cc2O[C@@H]1CN(C)C(=O)c1cccnc1 | -2
C[C@H]1CN([C@@H](C)CO)C(=O)Cc2cc(NC(=O)Nc3cccc4ccccc34)ccc2O[C@H]1CN(C)Cc1ccc(-c2ccccc2)cc1 | -6
C[C@H]1CN([C@@H](C)CO)C(=O)c2cc(C#Cc3ccccc3)cnc2O[C@H]1CN(C)C(=O)CCN1CCCCC1 | -3
C[C@@H]1CN([C@H](C)CO)C(=O)c2cc(NC(=O)Nc3ccccc3)ccc2O[C@@H]1CN(C)Cc1ccc(-c2ccccc2)cc1 | -3
C[C@H](CO)N1C[C@H](C)[C@H](CN(C)C(=O)NC2CCCCC2)OCCCC[C@H](C)Oc2ccc(NC(=O)Nc3ccc(C(F)(F)F)cc3)cc2C1=O | -4
C/C=C/c1cnc2c(c1)C(=O)N([C@H](C)CO)C[C@@H](C)[C@@H](CN(C)C(=O)c1cnccn1)O2 | 1
COc1ccc(S(=O)(=O)Nc2ccc3c(c2)CC(=O)N([C@H](C)CO)C[C@H](C)[C@H](CN(C)S(=O)(=O)c2ccc(Cl)cc2)O3)cc1 | -5
COCC#Cc1ccc2c(c1)O[C@@H](CN(C)S(=O)(=O)c1ccc(C)cc1)[C@H](C)CN([C@H](C)CO)S2(=O)=O | -2
C/C=C/c1cnc2c(c1)C(=O)N([C@H](C)CO)C[C@H](C)[C@H](CN(C)S(=O)(=O)c1ccccc1)O2 | 0
O=C(OCc1ccccc1O[C@@H]1O[C@H](CO)[C@@H](O)[C@H](O)[C@H]1O)c1c(O)cccc1O[C@@H]1O[C@H](CO)[C@@H](O)[C@H](O)[C@H]1O | 3
C[C@@H]1CCCCO[C@@H](CN(C)S(=O)(=O)c2ccc(Cl)cc2)[C@@H](C)CN([C@@H](C)CO)C(=O)c2cc(NC(=O)c3ccccc3)ccc2O1 | -4
C[C@@H]1CN([C@@H](C)CO)C(=O)c2cccc(NC(=O)CCCCCC(=O)Nc3ccccc3N)c2O[C@H]1CN(C)Cc1ccc(-c2ccccc2)cc1 | -2
C[C@H](CO)N1C[C@H](C)[C@@H](CN(C)S(=O)(=O)c2ccccc2)Oc2c(NS(=O)(=O)c3cccs3)cccc2C1=O | 9
CC(C)NC(=O)Nc1cccc2c1O[C@H](CN(C)C(=O)Nc1ccc(F)cc1)[C@@H](C)CN([C@@H](C)CO)C2=O | 1
C=C1[C@@H]2CC[C@H]3[C@]4(C)C[C@H](O)C[C@@H](C(=O)OC)[C@H]4CC[C@]3(C2)[C@H]1O | -7
O=C(C[C@H]1CC[C@@H](NC(=O)Nc2ccc(F)cc2)[C@@H](CO)O1)NCc1cccc(F)c1 | -17
C[C@H](CO)N1C[C@H](C)[C@H](CN(C)S(=O)(=O)c2cn(C)cn2)Oc2ccc(NS(=O)(=O)c3cccs3)cc2CC1=O | 0
C=CCOC(=O)[C@@H]1[C@H]2C(=O)O[C@H](c3ccccc3)[C@H](c3ccccc3)N2[C@H](c2ccc(OCCOC(=O)[C@@H]3C[C@@H]4C(=O)N[C@@H](CC(C)C)C(=O)N4[C@@H]3c3ccc(O)cc3)cc2)[C@@]12C(=O)Nc1ccc(I)cc12 | 1
C[C@@H]1CCCCO[C@@H](CN(C)C(=O)Nc2ccc3c(c2)OCO3)[C@@H](C)CN([C@H](C)CO)C(=O)c2cc(N(C)C)ccc2O1 | 0
CNC[C@H]1Oc2ncc(C#CC3CCCC3)cc2C(=O)N([C@@H](C)CO)C[C@H]1C | 4
C[C@@H]1CCCCO[C@@H](CN(C)C(=O)NC2CCCCC2)[C@@H](C)CN([C@@H](C)CO)C(=O)c2cc(NC(=O)Nc3ccc(C(F)(F)F)cc3)ccc2O1 | -9
C[C@H](CO)N1C[C@H](C)[C@@H](CN(C)CC2CC2)OCCCC[C@H](C)Oc2ccc(NS(=O)(=O)c3ccc(Cl)cc3)cc2C1=O | 2

# Among those listed so far, 3 have an aryl methoxy group.
SMILES | NSD2 inh
COc1ccc(S(=O)(=O)Nc2ccc3c(c2)[C@@H]2C[C@@H](CC(=O)O)O[C@@H](CO)[C@@H]2O3)cc1 | 2
COc1ccc(S(=O)(=O)N(C)C[C@@H]2Oc3ccc(NS(=O)(=O)c4ccc(Cl)cc4)cc3CC(=O)N([C@@H](C)CO)C[C@@H]2C)cc1 | -1
COc1ccc(S(=O)(=O)Nc2ccc3c(c2)CC(=O)N([C@H](C)CO)C[C@H](C)[C@H](CN(C)S(=O)(=O)c2ccc(Cl)cc2)O3)cc1 | -5

# Structural class: the entries above containing a thiophene ring, fused or not.
SMILES | NSD2 inh
C[C@H]1CN([C@@H](C)CO)C(=O)Cc2cc(N(C)C)ccc2O[C@H]1CN(C)S(=O)(=O)c1cccs1 | 2
C[C@H](CO)N1C[C@H](C)[C@@H](CN(C)S(=O)(=O)c2ccccc2)Oc2c(NS(=O)(=O)c3cccs3)cccc2C1=O | 9
C[C@H](CO)N1C[C@H](C)[C@H](CN(C)S(=O)(=O)c2cn(C)cn2)Oc2ccc(NS(=O)(=O)c3cccs3)cc2CC1=O | 0

# 3 compounds out of the list above, arranged by the number in NSD2 inh, smallest number first:
SMILES,NSD2 inh
O=C(N/N=C/c1ccc(I)cc1)c1ccccn1,-5
C[C@@H]1CCCCO[C@@H](CN(C)S(=O)(=O)c2ccc(Cl)cc2)[C@@H](C)CN([C@@H](C)CO)C(=O)c2cc(NC(=O)c3ccccc3)ccc2O1,-4
C[C@H](CO)N1C[C@H](C)[C@@H](CN(C)C(=O)C2CC2)Oc2cc(-c3ccc(C(=O)N(C)C)cc3)ccc2S1(=O)=O,4

# Additional entries
SMILES | NSD2 inh
CC(C)CC#Cc1cnc2c(c1)C(=O)N([C@@H](C)CO)C[C@@H](C)[C@H](CN(C)C(=O)C1CCCCC1)O2 | -2
C/C=C/c1cnc2c(c1)C(=O)N([C@H](C)CO)C[C@H](C)[C@H](CN(C)C(=O)C1CCC1)O2 | 5
CC(C)NC(=O)Nc1cccc2c1O[C@H](CN(C)Cc1ccc(Cl)c(Cl)c1)[C@@H](C)CN([C@@H](C)CO)C2=O | 1
C[C@H]1CN([C@@H](C)CO)C(=O)c2cc(NC(=O)c3ccncc3)ccc2O[C@@H]1CN(C)Cc1ccc2c(c1)OCO2 | 1
C[C@@H]1CN([C@H](C)CO)C(=O)Cc2cc(NC(=O)Nc3ccc(C(F)(F)F)cc3)ccc2O[C@H]1CN(C)Cc1ccccc1 | -5
C[C@@H]1CN([C@@H](C)CO)C(=O)c2cc(NC(=O)Cc3ccccc3)ccc2O[C@@H]1CN(C)C(=O)Nc1cccc2ccccc12 | 7
C[C@H]1CN([C@@H](C)CO)C(=O)c2cc(NC(=O)c3ccncc3)ccc2O[C@@H]1CN(C)Cc1ccc(Oc2ccccc2)cc1 | -5
COC(=O)C[C@H]1C=C[C@@H](NC(=O)c2ccccc2)[C@H](CO)O1 | 6
COc1ccc(S(=O)(=O)N(C)C[C@H]2Oc3ccc(NS(=O)(=O)c4cccs4)cc3CC(=O)N([C@@H](C)CO)C[C@@H]2C)cc1 | -5
COc1ccccc1-c1cnc2c(c1)C(=O)N([C@H](C)CO)C[C@H](C)[C@@H](CN(C)Cc1ccncc1)O2 | 4
COc1cc(O)cc(OC)c1/C=N/NC(=O)CCCCCC(=O)Nc1ccccc1O | -2
O=C(NO)c1cccc(C(=O)N/N=C/c2cccs2)c1 | -5
C[C@H]1CN([C@@H](C)CO)C(=O)Cc2cc(NC(=O)Nc3ccccc3)ccc2O[C@@H]1CN(C)S(=O)(=O)c1ccc(F)cc1 | -14
CC(=O)N(C)C[C@@H]1Oc2ncc(-c3ccc(F)cc3)cc2C(=O)N([C@H](C)CO)C[C@@H]1C | 3
C[C@@H]1CCCCO[C@H](CN(C)C(=O)c2ccncc2)[C@@H](C)CN([C@H](C)CO)C(=O)c2cc(NC(=O)Cc3ccccc3)ccc2O1 | -4
C[C@@H]1CCCCO[C@H](CN(C)C(=O)C2CCCCC2)[C@H](C)CN([C@@H](C)CO)C(=O)c2cc(NC(=O)Cc3ccccc3)ccc2O1 | 2
Cc1ccc(-c2cnc3c(c2)C(=O)N([C@H](C)CO)C[C@H](C)[C@H](CN(C)C(=O)c2cccnc2)O3)cc1 | -87
